# CHO parental Ca = ATP-evoked calcium signal inhibitors, parental CHO, primary screen, counter-screen for OX1R antagonist project, cell-based, fluorescence, Fluo-8 calcium dye | parental CHO-K1, ATP-induced calcium, Fluo-8 fluorescence | inhibition, % at 5.6 µM | hit rate 0.63% among 330,000;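 active = inhibition above that plate's mean sample inhibition plus 3 SD, cut at about 26% in these data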;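 note: 0% = ATP-challenged DMSO wells and 100% = DMSO wells without ATP; some compounds past the cut are filed as inactive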
#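 Measured by: calcium-sensitive Fluo-8 fluorescence / Test system: CHO parental line / Controls: ATP-challenged DMSO wells low, unchallenged DMSO wells high / Measure: % inhibition / Compound: single nominal dose of 5.6 µM per compound / Replicates: single well per compound, no replicates / Reagent: ATP as calcium-mobilizing challenge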
# CHO-K1 Ca PAM = nonselective calcium activators in parental CHO-K1 cells, primary screen, counter-screen for M1 PAM project, cell-based, Fluo-8 calcium fluorescence, full deck, 1536-well; ATP EC20; 0% at ATP EC20, 100% at ATP max; activation, % at 3 µM; hit rate 0.02% among 360,000; AID 602247, 2012;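 active = activation above the run cutoff, the mean activation of all test compounds plus 3 SD, cut at about 40% in these data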;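 note: peak over basal fluorescence ratio in a 140 s read after ATP addition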
# CHRM1 agonist = human M1 muscarinic receptor agonists, primary screen, Fluo-8 calcium fluorescence, CHO-K1 cells, HTS | activation, % at 3 µM | AID 588814, 2011 | CHO-K1 hM1, agonist mode; 0% DMSO, 100% acetylcholine EC100 | hit rate 0.33% among 360,000;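 active = activation above the run's mean compound activation plus 3 SD, cut at about 16% in these data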;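 note: peak over basal fluorescence ratio within a 140 s kinetic read after compound addition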
# Target sequence (P11229 whole entry, looked up): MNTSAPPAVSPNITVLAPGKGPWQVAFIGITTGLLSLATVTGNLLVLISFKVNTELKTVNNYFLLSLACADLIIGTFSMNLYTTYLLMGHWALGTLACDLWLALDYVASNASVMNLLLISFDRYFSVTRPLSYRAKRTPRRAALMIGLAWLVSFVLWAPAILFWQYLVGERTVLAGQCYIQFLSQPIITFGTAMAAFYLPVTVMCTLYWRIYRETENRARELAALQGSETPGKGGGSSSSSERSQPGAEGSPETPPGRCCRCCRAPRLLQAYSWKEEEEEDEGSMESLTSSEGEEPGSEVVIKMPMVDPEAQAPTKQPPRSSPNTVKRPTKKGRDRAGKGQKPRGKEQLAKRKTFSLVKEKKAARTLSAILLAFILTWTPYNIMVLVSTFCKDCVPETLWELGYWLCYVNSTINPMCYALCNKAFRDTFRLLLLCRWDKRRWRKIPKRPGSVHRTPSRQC
# CHRM1 antagonist = human M1 muscarinic receptor antagonists, primary screen, CHO-K1 cells, Fluo-8 calcium fluorescence, 1536-well; inhibition, % at 3 µM; CHO-K1 hM1, ACh EC80 antagonist; AID 588852, 2011; Muscarinic acetylcholine receptor M1 (Homo sapiens), P11229; hit rate 1.3% among 360,000;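 active = percent inhibition above its own plate's cutoff, namely the mean of that plate's compound wells plus 3 SD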;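 note: peak over basal fluorescence ratio during 140 s after agonist addition; 0% = ACh EC80 plus DMSO and 100% = DMSO alone without agonist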
# CHO-K1 Ca antag = M1 antagonist counterscreen hit in parental CHO-K1 cells. ATP-induced calcium, Fluo-8 fluorescence. inhibition, % at 3 µM. hit rate 0.6% among 360,000. AID 602250;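 active = inhibition above a per-plate cutoff, the plate's mean sample inhibition plus 3 SD, cut at about 24% in these data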;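 note: 0% = DMSO plus EC80 ATP and 100% = DMSO alone without ATP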
# TAAR1 antagonist = human TAAR1 antagonists, primary screen, Fluo-8 calcium fluorescence, CHO RD-HGA16 cells. hit rate 1.5% among 360,000. inhibition, % at 3 µM. AID 624466, 2012. antagonist;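 active = inhibition above a per-plate cutoff, the mean inhibition of test compounds on that plate plus 3 SD, cut at about 49% in these data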;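 note: 0% = DMSO plus EC80 beta-PEA response and 100% = DMSO alone without agonist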
# Target sequence (Q96RJ0 whole entry, looked up): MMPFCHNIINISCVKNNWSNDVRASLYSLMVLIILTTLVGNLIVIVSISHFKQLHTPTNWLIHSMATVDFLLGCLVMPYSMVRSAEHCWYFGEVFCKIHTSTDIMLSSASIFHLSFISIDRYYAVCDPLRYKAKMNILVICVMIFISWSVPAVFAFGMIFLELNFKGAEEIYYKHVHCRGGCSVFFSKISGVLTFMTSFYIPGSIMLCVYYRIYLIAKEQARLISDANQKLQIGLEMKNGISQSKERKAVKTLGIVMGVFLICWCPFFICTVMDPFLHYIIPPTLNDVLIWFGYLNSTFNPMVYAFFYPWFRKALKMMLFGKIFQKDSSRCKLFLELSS
#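 Test system: RD-HGA16 CHO cells with stable hTAAR1 and Gα16 / Probe or stimulus: EC80 β-phenethylamine stimulus / Times: seeding 17-24 h prior, 75-min 37 °C, 30-min RT dye loading / Detection: Fluo-8 calcium-sensitive fluorescence / Read-out basis: % inhibition scaled between DMSO and EC80 PEA controls / Repeats: singlicate, one well per test compound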
# TAAR1 ag = human TAAR1 agonists, primary screen, Fluo-8 calcium fluorescence, CHO RD-HGA16 cells | Trace amine-associated receptor 1 (Homo sapiens), Q96RJ0 | vehicle wells 0%, saturating PEA agonist 100% | activation, % at 3 µM | hit rate 0.99% among 360,000 | AID 624467, 2012;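 active = activation above the mean activation of all test compounds in the run plus 3 SD, cut at about 38% in these data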
#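 Test system: RD-HGA16 (CHO) cells co-expressing Gα16 and hTAAR1 | Doses: Single dose, 3 µM | Schedule: 17-24 h seeding, 75 min 37 °C dye, 30 min RT | Evaluation: % activation from peak over basal fluorescence ratio, DMSO-to-PEA scaled | Technique: Kinetic Fluo-8 calcium fluorescence | Benchmarks: Low control DMSO, high control PEA (EC100)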
# M1 PAM = human M1 muscarinic receptor positive allosteric modulators, primary screen, CHO-K1 cells, Fluo-8 calcium fluorescence, 1536-well; CHO-K1 hM1, ACh EC20; 0% = ACh EC20, 100% = maximal ACh; activation, % at 3 µM; hit rate 0.088% among 360,000; AID 588819, 2011; in the data active = activation above about 19%, passing the limit was not always enough
# M1 ag parental = counter-screen for M1 agonists: effect in parental CHO-K1 cells. Fluo-8 calcium fluorescence; scaled to maximal ATP response, vehicle zero. activation, % at 3 µM. hit rate 0.48% among 360,000. AID 602248, 2012; in the data active = activation above about 15%;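 note: untransfected CHO-K1 host cells lacking M1 receptor as counterscreen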
# The depositor's hits bear a star; · = not tested or not shown.
SMILES,CHO parental Ca,CHO-K1 Ca PAM,CHRM1 agonist,CHRM1 antagonist,CHO-K1 Ca antag,TAAR1 antagonist,TAAR1 ag,M1 PAM,M1 ag parental
CC(C)c1nc(SCC(=O)Nc2nccs2)c2ccccc2n1,-21,2,0,-4,-8,-1,4,-2,1.3
CCCc1ccc(Oc2cc(NN3CCCCC3)c([N+](=O)[O-])cc2[N+](=O)[O-])cc1,-6,9,1,-11,-3,10,0,15,0.3
Cc1ccc(S(=O)(=O)N2CCCCC2)cc1NC(=O)COC(=O)Cc1cccc(C(F)(F)F)c1,4,-9,-1,7,13,25,4,-7,7.8
O=C(O)CCCN1C(=O)C2C3c4ccccc4C(c4ccccc43)[C@@H]2C1=O (stereo not given in full),9,-7,-2,8,4,-5,2,-2,0.4
Cc1ccc(C)c(NC(=O)CCN2CCN(c3ccccc3F)CC2)c1,-20,7,-6,2,-14,-9,0,-7,3.9
CC(=O)Oc1cc2c(C(=O)NCCN3CCOCC3)c(C)oc2c2ccccc12,-32,16,-3,-28,-15,8,6,9,0.9
COC(=O)c1cc(=O)n(Cc2ccco2)c(=Nc2ccc(F)cc2)s1,-10,1,-4,-3,-3,·,·,-4,-0.1
Cc1ccc(C(=O)Nc2c(C)cc(-c3ccccc3)oc2=O)cc1,1,11,-4,-11,-15,11,6,7,0.3
CN(C)C(=O)CCc1ccc2c3c([nH]c2c1)[C@]1(CCc2ccccc2)[C@@H](C(=O)N2CCCCC2)C[C@H](CC(=O)NCCc2ccccn2)C(=O)N1CC3,-10,9,-8,-10,-3,-9,5,2,0.5
CSc1nc(Oc2ccccc2)c2sccc2n1,-9,24,-4,-1,-12,-10,8,2,0.1
COc1ccc(NC2=CC(=S)NC(C)(C)C2)cc1,-14,4,-3,11,16,-11,13,1,6.8
O=C(Nc1ccccn1)c1ccc2ccccc2c1O,-16,-3,2,-18,8,12,10,20,0.4
CCN(Cc1ccccc1)C(=O)c1cc2c(=O)oc3ccc(C)cc3c2s1,-11,-10,-4,17,22,83*,2,-18,3.0
COc1ccc(S(=O)(=O)N2CCN(c3ncccn3)CC2)cc1[N+](=O)[O-],6,15,1,-12,-12,27,94*,8,-0.5
CC(=O)c1cccc(NC(=O)C2COc3ccccc3O2)c1 (stereo not given),8,-7,1,-15,-6,-1,4,11,1.3
CN(/N=C/c1ccc(O)cc1O)c1nc(-c2ccccc2)cc(-c2ccccc2)n1,-13,22,-8,-9,-11,20,7,5,0.1
CCOc1ccc(-n2c(SCC(=O)Nc3cc(C(=O)O)ccc3Cl)nc3ccccc3c2=O)cc1,-1,-17,-1,7,8,-50,-4,1,1.0
CC1(C)Cc2c(cnn2-c2ccc(F)cc2)C(NC(=O)C(C)(C)O)C1 (stereo not given),-19,6,-4,-10,2,3,-1,7,0.8
CC(C)C(=O)Nc1ccc(C(=O)NNC(=S)NC(=O)c2ccccc2[N+](=O)[O-])cc1,-7,-7,-6,-8,-4,0,0,3,-0.3
Oc1c(Br)cc(Br)cc1C=Nc1ccc2c(c1)OCO2,-11,12,-3,5,-5,19,-1,0,0.1
Cc1ccc(NS(=O)(=O)c2c(C)[nH]c(C)c2C(=O)N2CCCCC2)c(Cl)c1,-10,0,-2,-3,-12,-7,1,5,0.6
CN1C(=O)C2(C(C#N)=C(N)N(c3ccc(Cl)cc3)C3=C2C(=O)CC(C)(C)C3)c2ccccc21 (stereo not given),-8,1,-1,-18,7,-16,8,13,-0.2
O=C(NCC(c1cccs1)N1CCOCC1)c1cc(F)cc(F)c1 (stereo not given),·,10,0,-10,3,-3,2,10,0.0
Cn1cnnc1SCCNS(=O)(=O)c1ccccc1,-15,15,-2,-10,-9,1,4,5,1.2
O=C(Nc1ccc(NC(=O)c2cc3ccccc3o2)cc1)c1ccco1,-12,15,-3,1,-18,24,15,-2,4.7
O=C(COc1ccc(Cl)cc1Cl)N1CCN(c2ccccn2)CC1,-17,0,-4,12,-13,-16,-1,-3,2.5
CN1CCN(c2ccc(S(=O)(=O)N3CCOCC3)cc2NC(=O)Cc2ccccc2F)CC1,-14,13,-6,-3,-14,7,0,5,-0.1
O=C(CSc1nnc(-c2ccco2)n1-c1ccccc1)N1CCN(C(=O)c2ccco2)CC1,-16,12,-1,-26,-1,-3,5,4,-0.1
O=C(NCC1CCCO1)C(=O)N/N=C/c1cc(Cl)ccc1O (stereo not given),-1,13,-2,-12,-16,-24,3,7,0.1
O=C(Nc1ccc(OC(F)F)cc1)c1ncc(Cl)c(Cl)c1Cl,-28,-11,0,8,-4,-51,1,3,1.5
COc1cccc(CN2CC(C(=O)N3CCCCCC3)CCC2=O)c1 (stereo not given),0,1,-1,-9,-8,-17,1,8,0.9
CC(C)c1nnc(NC(=O)CS(=O)(=O)Cc2ccccc2)s1,-6,22,-8,-1,-13,9,4,6,0.6
O=c1c2ccccc2nc(-c2ccccc2)n1Cc1ccc(Cl)cc1,-38,13,2,9,8,-8,2,7,-0.2
Cc1ccc(-n2nnnc2SCc2ccccn2)cc1C,-15,25,-1,-20,-12,4,14,2,0.7
O=Cc1cc(Cl)ccc1OCCN1CCC(Cc2ccccc2)CC1,-12,22,-7,55*,-5,-10,29,-25,3.4
Cc1ccc(C(=O)NC2CCN(CC(=O)Nc3ccccc3Cl)CC2)cc1,-19,5,1,-17,0,-12,-2,9,16*
O=C(NC(=S)Nc1nc(-c2ccc(Cl)cc2)cs1)c1cccs1,1,-6,-6,-4,-6,7,2,0,-0.1
CS(=O)(=O)Nc1ccc(C(=O)NCc2ccco2)cc1,-2,15,-4,-15,-4,-5,5,7,0.2
CC1CCN(C(=O)CN2C(=O)NC(C)(c3ccc4ccccc4c3)C2=O)CC1 (stereo not given),-17,15,1,-12,-23,-11,5,12,5.9
CCCCCC(=O)Nc1ccc(C(=O)COC(=O)Cn2cnc3c2c(=O)n(C)c(=O)n3C)cc1,1,14,-5,-9,-8,-23,-2,10,0.3
CCCCc1ccc(NC(=S)N2CCCC(C)C2)cc1 (stereo not given),-24,-4,-15,-2,-4,-6,13,-14,-0.3
COc1cc(NC(=O)CN2C(=O)NC(C)(c3ccccc3)C2=O)c(C)cc1[N+](=O)[O-] (stereo not given),-9,10,-1,-6,-10,·,·,2,3.4
Fc1ccc(Nc2nnc(C(F)(F)F)s2)cc1Cl,40*,-22,0,37*,41*,-10,1,-15,15
CCN1CCCC1CNC(=O)Cn1ncc2c(=O)oc3ccc(C)cc3c21 (stereo not given),-7,15,-8,-4,-2,11,0,4,-0.3
COc1ccc(Oc2coc3c(CN4CCOCC4)c(O)ccc3c2=O)cc1,21,11,-4,23,-16,9,1,-14,0.5
COc1ccc([N+](=O)[O-])cc1NC(=O)COC(=O)/C=C/c1ccco1,1,17,-9,3,-8,-15,2,0,2.3
O=C1C2CCCN2C(c2ccccc2)N1c1ccc(F)cc1 (stereo not given),-7,13,-5,-10,-6,1,0,5,0.6
O=C(Nc1ccccc1)OCCc1ccccn1,·,-9,7,4,0,-3,3,-3,0.5
COC(=O)[C@H](C)NC(=O)Nc1ccc(S(N)(=O)=O)cc1,0,5,-5,-9,-21,-14,21,2,0.5
CCOc1ccc(NC(=O)CSc2nnc(-c3ccco3)n2N)cc1,-16,16,-2,-4,-10,8,0,1,0.5
N#CCC(=O)N1CCN(C=O)CC1,3,1,2,2,6,-2,2,10,0.0
CS(=O)(=O)N(CC(=O)Nc1c(F)cccc1F)c1cccc([N+](=O)[O-])c1,-16,23,-2,-6,-12,-25,7,4,1.4
Nc1c(C(=O)N2CCCCC2)sc(=S)n1-c1ccccc1,-4,13,-5,8,-3,5,13,1,11
COc1ccc(-c2ccc3oc(-c4ccc(OC)cc4)c(-c4ccc(OC)cc4)c3c2)cc1,5,15,-1,-9,-9,-3,9,9,0.9
Cc1ccc(S(=O)(=O)c2nc(S(=O)(=O)CCO)sc2N2CCOCC2)cc1,-13,10,-7,-9,-9,-1,2,3,0.0
CCc1ccccc1NC(=S)NCCSc1ccc(Cl)cc1,9,4,-6,18,-13,32,2,-12,8.0
CN(C)S(=O)(=O)c1cccc(NC(=O)COc2ccc(S(=O)(=O)N3CCOCC3)cc2Cl)c1,-18,20,-2,-13,-15,14,9,3,1.4
COc1cc(NC(C)=O)c2ncccc2c1Br,·,5,-6,6,0,-27,0,-7,0.4
Cc1oc(C(=O)O)cc1CSc1nnc(-c2ccccc2)n1C,3,15,-4,0,-13,2,1,1,0.3
Cc1ccc(NC(=O)CSc2ccc(-c3ccco3)nn2)cc1,-11,24,-5,-15,-14,-14,0,11,1.4

# The listing continues:
SMILES,CHO parental Ca,CHO-K1 Ca PAM,CHRM1 agonist,CHRM1 antagonist,CHO-K1 Ca antag,TAAR1 antagonist,TAAR1 ag,M1 PAM,M1 ag parental
Cn1cnc(S(=O)(=O)N2CCN(C(c3ccccc3)c3ccccc3)CC2)c1,-16,15,3,-14,-13,-12,4,21,-0.1
CCc1ccc(NC(=S)Nc2ccc3cn[nH]c3c2)cc1,-2,21,-6,2,-8,-15,3,0,0.7
O=C(Oc1ccccc1)c1ccc(NC(=O)c2ccco2)cc1,-23,-12,-2,14,12,-9,5,-8,1.8
Nc1nc(CN2CCN(c3ccccn3)CC2)nc(Nc2ccc(Cl)cc2)n1,-32,6,-3,3,-3,12,7,3,0.9
COCCNC(=O)c1ccc(-n2c(SCc3cc(F)ccc3F)nc3ccccc3c2=O)cc1,-16,-8,2,2,6,-33,13,-1,-0.1

# An excerpt of these results, with each value named:
compound: O=C(NC(=S)Nc1nc(-c2ccc(Cl)cc2)cs1)c1cccs1
  CHO parental Ca = 1	CHO-K1 Ca PAM = -6	CHRM1 agonist = -6	CHRM1 antagonist = -4	CHO-K1 Ca antag = -6	TAAR1 antagonist = 7	TAAR1 ag = 2	M1 PAM = 0	M1 ag parental = -0.1
compound: CS(=O)(=O)Nc1ccc(C(=O)NCc2ccco2)cc1
  CHO parental Ca = -2	CHO-K1 Ca PAM = 15	CHRM1 agonist = -4	CHRM1 antagonist = -15	CHO-K1 Ca antag = -4	TAAR1 antagonist = -5	TAAR1 ag = 5	M1 PAM = 7	M1 ag parental = 0.2

# Compound activity as filed in PubChem BioAssay.
